B2AR arrestin – agonists driving beta-arrestin recruitment to human beta2-adrenergic receptor | actives 0.02% (n = 330,000) | beta-arrestin recruitment to beta2AR, cell-based reporter | Potency, µM (series often up to 46.1 µM), inactives show top-dose activation, most hits filed as activators | P07550 | AID 492947;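 also: potency is read from the fitted curve at half-maximal effect; 0% = DMSO controls and full agonism = EC100 isoproterenol or metaproterenol; nearly all actives have a fitted effect of over 65% in size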
Target sequence (P07550 whole entry, looked up): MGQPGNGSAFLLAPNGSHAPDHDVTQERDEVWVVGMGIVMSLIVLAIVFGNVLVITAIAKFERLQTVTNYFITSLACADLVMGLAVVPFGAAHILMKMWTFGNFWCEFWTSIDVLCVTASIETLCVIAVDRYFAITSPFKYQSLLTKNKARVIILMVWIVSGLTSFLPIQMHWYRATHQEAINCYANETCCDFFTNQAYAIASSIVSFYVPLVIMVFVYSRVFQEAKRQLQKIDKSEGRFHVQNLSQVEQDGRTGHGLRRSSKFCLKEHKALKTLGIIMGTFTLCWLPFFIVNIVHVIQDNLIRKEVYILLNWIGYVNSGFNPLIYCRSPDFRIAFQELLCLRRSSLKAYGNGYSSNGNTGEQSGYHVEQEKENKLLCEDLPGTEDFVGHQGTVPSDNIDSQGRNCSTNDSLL
TCR act – activators of T cell receptors. Potency, µM (titrated, usually from 9.22 µM), for inactives: top-dose activation of IL-2 secretion, usual class: activators. AID 504894. primary human leukocytes, anti-CD3, IL-2 HTRF, 48 h. 330,000 tested, under 10 active; also: % of control where 0% means no effect
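TCR engagement came from a-CD3 beads alone, with compounds added to primary human leukocytes for 48 hr. Secreted IL-2 bridged europium cryptate- and d2-labelled anti-IL-2 antibodies, giving FRET emission at 665nm after 320nm excitation.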
TRPV1 ag – human TRPV1 agonism | TRPV1-expressing cells, Fluo-8 calcium influx, agonist mode | activation, % at 8.33 µM | actives 0.19% (n = 320,000); in the data active = activation above about 80%; inconclusive = between about 30% and that limit; also: 0% is about no effect
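TRPV1-expressing cells were cultured overnight at 35.5C and loaded with Fluo-8 calcium dye for 40 to 90 min at room temperature. After a 10 s baseline, compound was added and calcium influx was read kinetically for 3 min (ex 480/em 520 nm).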
PTAP TSG101 blk – blocks PTAP/TSG101 interaction to inhibit HIV-1 budding; Q99816; Fluorescence polarization, FITC-PTAP peptide / Tsg101 binding; Potency, µM (series often up to 115 µM), for the others: top-dose activity change, negative = inhibition, actives largely listed as inhibitors; 340,000 tested, under 10 active; AID 493005; active = well fitted inhibition curve with a large enough effect in the main read-out, with a control signal flat, not every such curve was filed as active; inconclusive = small, poorly fitted or top-dose-only effect, or effect the other way, or a change in a side signal; inactive = no such curve, though single readings can be large or run the other way; also: potency is read from the fitted curve at half-maximal effect; % of control where 0% means no effect
Target sequence (Q99816 whole entry, looked up): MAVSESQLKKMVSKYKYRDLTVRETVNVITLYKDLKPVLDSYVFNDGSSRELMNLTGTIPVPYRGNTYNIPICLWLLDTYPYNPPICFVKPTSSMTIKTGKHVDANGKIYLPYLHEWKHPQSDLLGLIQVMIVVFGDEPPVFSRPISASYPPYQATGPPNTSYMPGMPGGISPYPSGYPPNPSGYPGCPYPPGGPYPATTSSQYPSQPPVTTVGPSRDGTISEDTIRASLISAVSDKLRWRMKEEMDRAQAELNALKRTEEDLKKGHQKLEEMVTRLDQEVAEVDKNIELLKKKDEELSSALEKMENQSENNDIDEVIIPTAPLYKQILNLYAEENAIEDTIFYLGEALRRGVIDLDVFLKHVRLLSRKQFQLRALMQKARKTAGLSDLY
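FP read-out: FITC-PTAP peptide, 50 nM final, binding Tsg101 binding domain, 10 uM final; 20 min, r.t.; 10 mM HEPES pH 7.5, 0.15 M NaCl, 0.01% Tween 20, 3 mM EDTA, 0.1 mM TCEP.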
BRCA1 expr act – increases BRCA1 expression; MCF7-BRCA1-FFLuc reporter, luminescence, 48 h; response scale: scaled: vehicle 0%, 10 µM genistein 100%; Potency, µM (highest dose often 46.1 µM), inactives show at the top dose activation, usual class: activators; actives 1.1% (n = 380,000); also: potency is read from the fitted curve at half-maximal effect; nearly all actives have a fitted effect of over 80% in size; some results filed as inactive show a strong effect at the top dose
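MCF7 cells carrying a BRCA1-firefly luciferase reporter (2000 cells/well, phenol-red free MEM) were attached for 2 h at 37 °C, then given compounds for 48 h. Luminescence was read 15 min after luciferase reagent; activity normalized to genistein (10 microM) and DMSO.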
ELG1 DNA repair – ELG1-dependent DNA repair inhibition; AID 504467; actives 2.3% (n = 330,000); Potency, µM (doses to about 46.1 µM), inactives show at the top dose activity change, negative = inhibition, most hits filed as inhibitors; HEK293T ELG1-luciferase reporter, luminescence, 16 h; DNA damage induced by 5-fluorouridine; also: potency is read from the fitted curve at half-maximal effect; % is scaled to controls: 0 for no effect and ±100 for the full control effect; nearly all actives have a fitted effect of over 55% in size
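DMSO vehicle served as the neutral condition. Each well held 2,000 cells given 5-fluorouridine plus compound; after 16 hr at 37 °C/5% CO2, ONE-Glo was added and luciferase measured 30 min later.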
CXXC DNA block – MLL CXXC-DNA interaction inhibition; Potency, µM (top dose mostly 115 µM), inactives show at the highest dose activity change, negative = inhibition, hits mostly inhibitors; MLL-CXXC / FITC-HOXA9 DNA fluorescence polarization; actives 0.037% (n = 290,000); active = well fitted inhibition curve with a large enough effect in the polarisation, with a control signal flat, not every such curve was filed as active; inconclusive = small, poorly fitted or top-dose-only effect, or effect the other way, or a change in a side signal; inactive = no such curve, though single readings can be large or run the other way; the % refers to the polarisation; also: potency is read from the fitted curve at half-maximal effect
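Purified MLL-CXXC (added from a 7 uM solution) was preincubated 5 min at ambient with pinned compounds in 50 mM Tris-HCl pH 7.5, 50 mM NaCl, 1 mM DTT, 0.05% BSA. Fluorescein-labeled HOX-A9 DNA (50 nM solution) followed, 30 min, then polarization read.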
p53 reactivation – mutant p53 re-activation in reporter cells; H1299 p53-A138V BP100-luciferase reporter, luminescence, 24 h; Potency, µM (top dose mostly 92.2 µM), for inactives: at the top dose activity change, positive = activation, hits mostly activators; actives 0.063% (n = 320,000); also: potency is read from the fitted curve at half-maximal effect; % of control where 0% means no effect; nearly all actives have a fitted effect of over 45% in size
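H1299 (p53-null), stable ts p53-A138V + BP100-Luc; 1000 cells/well, Opti-MEM/10% FBS; cpd 4 pt, 1:5; 24 h, 37 deg C, 5% CO2; detection reagent 10 min RT; luminescence.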
AT treatment – potential ataxia-telangiectasia treatment. actives 0.19% (n = 320,000). […] A-T fibroblasts, KAP-1 phosphorylation AlphaLISA; neocarzinostatin DNA damage 30 min before lysis. Potency, µM (highest dose often 57.5 µM), for the others: at the top dose activation, usual class: activators; also: potency is read from the fitted curve at half-maximal effect; % of control where 0% means no effect; nearly all actives have a fitted effect of over 45% in size
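ATM-like activity read as KAP-1 phosphorylation via AlphaLISA donor/acceptor antibody pairs after lysis and 6 hr at 25C. Cells were ATM-null patient fibroblasts ([…], hTERT), dosed 60 min, then exposed to the DSB inducer NCS for 30 min.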
a7 integrin act – activates integrin-mediated alleviation for muscular dystrophy. Potency, µM (top dose mostly 38.3 µM), for the others: top-dose activation, usual class: activators. actives 0.064% (n = 350,000). alpha7betagal myoblasts, beta-gal FDG fluorescence, 48 h;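 also: potency is read from the fitted curve at half-maximal effect; 100% = response of the positive control SU9516; nearly all actives have a fitted effect of over 60% in size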
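alpha7betagal+/- myoblasts (passage 13, 250/well) treated 48 h at 37C with compounds at 1:260 dilution of DMSO stock. Lysed, then beta-galactosidase activity read as FDG fluorescence (ex 480/em 540) after 30 min, with pre-read for autofluorescence.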
Active calls of the source: *; ? = inconclusive; . = no result given; [ ] = dose if it differs, or a comment. Unless noted, calls follow the shape of the dose curve; as a rule, active = well fitted curve in the direction sought with a large enough effect; inconclusive = small, poorly fitted or top-dose-only effect, or another doubt; inactive = no such curve, though single readings can be large; an effect the other way counts as inactive or inconclusive.

Structure	a7 integrin act	TCR act	TRPV1 ag	BRCA1 expr act	ELG1 DNA repair	p53 reactivation	CXXC DNA block	PTAP TSG101 blk	B2AR arrestin	AT treatment
CC1=CSC2=NC(=O)/C(=C\c3cccn3-c3ccccc3)C(=N)N12	1%	6%[46.1 µM]	6	-29%	?	-5%	-1%	0%	1.7%	-5%
O=C1c2ccccc2NC(c2ccco2)N1/N=C/c1ccco1 (centres undefined)	7%	-1%	0	74%	?	12%	-8%	-4%	0.2%	3%
COc1cccc(N2CC(C)Cn3c2nc2c3c(=O)[nH]c(=O)n2C)c1 (centres undefined)	-23%	-4%	-7	-53%	-7%	2%	17%	0%	0.4%	-1%
COCCN(C(=O)C(F)(F)F)C(C(=O)NC1CCCCC1)c1ccco1 (centres undefined)	6%	-4%	-2	0%	?	-5%	13%	-4%	-0.2%	-6%
O=C(O)C1=C[C@H](c2ccc(C(F)(F)F)cc2)C[C@H](OCc2ccc(CO)cc2)O1	-14%	17%	2	-2%	9%	2%	6%	0%	-0.8%	-2%
CC(=O)Nc1ccc(C(=O)/C=C/c2ccco2)cc1	-35%	-4%[46.1 µM]	-2	76%	?	?	0%	-5%	-0.1%	-1%
Cc1cc(F)ccc1S(=O)(=O)N1CCCCC1CCNC(=O)C(=O)NCCN1CCOCC1 (centres undefined)	5%	1%	6	-10%	2%	-4%	.	-3%	-0.3%	-1%
Cc1[nH]c2ccccc2c1C(=O)COC(=O)C(C)C	12%	9%	0	-5%	13%	3%	2%	-5%	-0.2%	3%
COC(=O)Cn1c(=NC(=O)c2ccc(OC)c(OC)c2)sc2cc(OC)ccc21	16%	-14%[46.1 µM]	-6	-12%	7%	8%	-3%	-3%	-0.3%	18%
Cc1cc(C(=O)N/N=C/c2ccc3c(c2)OCO3)c2ccccc2n1	22%	2%	0	-33%	?	3%	-3%	-5%	-0.2%	4%
C/C(N)=C(/C#N)C(=O)CSc1nnnn1-c1ccc(C)cc1C	-45%	3%	18	-41%	?	?	-5%	-11%	-0.4%	7%
O=C(CC1C(=O)NCCN1C(=O)c1ccc([N+](=O)[O-])cc1)Nc1cccc(Cl)c1 (centres undefined)	-11%	-2%	-5	15%	2%	11%	4%	-3%	0.1%	9%
Clc1cccc(OCCN2CCN(CCOc3cccc(Cl)c3)CC2)c1	-42%	11%[46.1 µM]	0	0%	?	2%	0%	0%	-0.7%	3%
CCOc1ccc(OCc2ccc(C(=O)Nc3cccc(C)n3)o2)cc1	-22%	5%	15	?	-12%	6%	-6%	-3%	0.0%	7%
O=c1oc(Nc2ccccc2F)nc2ccccc12	6%	1%	0	91%	?	?	-23%	5%	0.4%	3%
C=CCn1c(CNS(=O)(=O)c2ccc(Br)cc2)n[nH]c1=S	26%	2%	0	-4%	-11%	-11%	16%	-3%	0.4%	0%
COc1ccc(-c2noc(CN(C)Cc3ccccc3)n2)cc1	0%	.	14	31%	2%	.	5%	-2%	-0.4%	6%
O=C(Cn1ncc2c([nH]c3ccccc32)c1=O)N1CCc2ccccc2C1	0%	4%	-1	5%	?	3%	21%	-1%	0.3%	11%
Cc1ccc(CN2CCSc3ccc(C(=O)NCc4ccccn4)cc32)cc1	?	-4%	5	-12%	3%	0%	1%	-14%	0.2%	8%
Cc1ccc(-n2nc3c(c2NC(=O)c2c(-c4ccccc4Cl)noc2C)CSC3)cc1	21%	2%	8	1%	-13%	6%	-14%	-12%	-0.4%	-8%
O=C1CCC(c2ccccc2)c2ccccc21 (centres undefined)	8%	-6%	.	-17%	.	.	.	-6%	.	.
COC(=O)c1c(NC(=O)C2COc3ccccc3O2)sc2c1CCN(Cc1ccccc1)C2 (centres undefined)	-12%	1%[46.1 µM]	3	-44%	?	20%	7%	3%	0.4%	1%
Cc1ccccc1-n1c(-c2ccc(Cl)cc2)cnc1SCC(=O)NC1CCS(=O)(=O)C1 (centres undefined)	-15%	-11%[46.1 µM]	3	-34%	13%	-2%	-4%	-1%	-0.1%	-7%
Cc1c(C(=O)C(=O)NCCC2=CCCCC2)c2ccccc2n1C	19%	0%[46.1 µM]	-6	20%	0%	-4%	11%	-3%	-0.1%	.
CCOC(=O)c1c(NC(=O)C2C3C=CC(C3)C2C(=O)O)sc2c1CC(C)CC2 (centres undefined)	-19%	0%	1	-8%	-8%	9%	-4%	-2%	0.0%	-5%
CC1CCC2C(=O)N(c3ccc(Cc4ccncc4)cc3)C(=O)C2C1 (centres undefined)	-38%	-7%	16	3%	?	-4%	0%	-3%	2.5%	3%
COc1cc(NC(=O)CSCc2ccc(Cl)cc2Cl)c(C(=O)O)cc1OC	-35%	-8%	0	-11%	-9%	-11%	-10%	-2%	-0.1%	-1%
CC(=O)c1cc(F)ccc1OCC(=O)N1CCN(c2ccc(F)cc2)CC1	-16%	6%	2	-2%	?	-2%	-6%	-5%	0.5%	7%
CCCn1c(=O)c(C(=O)NNS(=O)(=O)c2ccc(C)cc2)c(O)c2ccccc21	9%	3%[46.1 µM]	?	-47%	6%	0%	69%[activator]	-1%	-0.8%	0%
COc1ccc(-n2nc(C(=O)NCC(=O)Nc3cc(OC)c(OC)c(OC)c3)c3ccccc3c2=O)cc1OC	15%	2%	-3	-28%	2.3µM*	-5%	2%	-5%	-0.3%	-1%
COc1ccc(NC(=O)CCn2c(=O)c3cccn3c3ccccc32)c(OC)c1	0%	-3%	3	0%	-24%	-5%	3%	-3%	0.6%	5%
CCc1c(C)nc2cc(C)[nH]n2c1=O	?	1%	-2	14%	-1%	3%	-5%	1%	-0.1%	10%
Nc1c(CO)nnn1-c1ccccc1	-2%	-1%[46.1 µM]	-6	4%	-6%	13%	-9%	-9%	-0.5%	19%
CC(=O)Nc1ccc(NC(=O)CN2C(=O)NC3(CCCCCCC3)C2=O)cc1	-24%	-3%[46.1 µM]	.	-24%	?	-5%	.	-1%	-0.1%	2%
CCOc1ccc(NC(=O)c2csc3c2CCCC3)cc1	-11%	4%	?	77%	?	?	12%	2%	-0.3%	-6%
COc1ccc(Cc2nnc(SCC(=O)c3cccc([N+](=O)[O-])c3)n2C)cc1	-1%	-3%	-1	-1%	?	-1%	1%	-3%	-0.2%	5%

Some entries already given, showing only CXXC DNA block and AT treatment.
| SMILES | CXXC DNA block | AT treatment |
| --- | --- | --- |
| COc1ccc(-n2nc(C(=O)NCC(=O)Nc3cc(OC)c(OC)c(OC)c3)c3ccccc3c2=O)cc1OC | 2% | -1% |
| COc1ccc(NC(=O)CCn2c(=O)c3cccn3c3ccccc32)c(OC)c1 | 3% | 5% |

More structures follow.
Structure	a7 integrin act	TCR act	TRPV1 ag	BRCA1 expr act	ELG1 DNA repair	p53 reactivation	CXXC DNA block	PTAP TSG101 blk	B2AR arrestin	AT treatment
COc1cc(OC)cc(C(=O)NC2=NCCS2)c1	11%	10%	1	44%	?	4%	-1%	-9%	0.3%	.
COC(=O)CN(C)C(=O)c1ccc(OC2CCN(S(=O)(=O)N(C)C)CC2)cc1	13%	.	0	21%	?	26%	-1%	0%	-0.8%	3%
O=C(C1=NN[C@@H]2C(=O)N(c3cccc(F)c3)C(=O)[C@H]12)c1ccc2ccccc2n1	2%	-1%[46.1 µM]	2	-21%	?	?	7%	-1%	0.4%	-1%
Cc1ccc(-c2nc3ccccc3o2)cc1NC(=O)c1ccc2c(c1)OCO2	-3%	1%	?	39%	?	46%	49%[activator]	-3%	0.1%	-5%
CCCCNC(=O)C1CC(=O)N(C2CCCCC2)C1 (centres undefined)	15%	-7%	-2	4%	14%	-4%	-4%	-4%	-0.4%	15%
CCOC(=O)C1C(=O)C=C(C)C(C(=O)OCC)C1c1cccc([N+](=O)[O-])c1 (centres undefined)	-14%	.	7	1%	0%	13%	-15%	1%	-1.0%	-7%
Cc1ccc(NC(=O)CC2S/C(=N/N=C3\CCCc4ccccc43)NC2=O)cc1 (centres undefined)	-1%	0%[46.1 µM]	11	-63%	-2%	1%	7%	-1%	-1.9%	0%
COC(=O)CNC(=O)c1ccccc1C	-3%	-14%	4	0%	?	1%	4%	1%	-1.4%	.
COc1cccc(-n2c(Cc3cc(=O)[nH]c(=O)[nH]3)nnc2SCC(=O)NC2CCCC2)c1	-21%	-4%	.	2%	3%	-7%	2%	-2%	-0.1%	4%
CC[C@@]1(c2ccccc2OC)ON(c2ccccc2C(F)(F)F)C1=O	-44%	2%	21	-52%	?	-4%	.	0%	-1.4%	?
CCCC(=O)Oc1ccc(N(C(=O)CCC)S(=O)(=O)c2cccs2)cc1	0%	-2%	2	-11%	-19%	-1%	230%[activator]	-1%	0.3%	-6%
c1ccc2c(c1)CC(N1CCCCC1)c1ccccc1N2 (centres undefined)	21%	13%	2	-21%	15%	0%	1%	-2%	-0.1%	-11%

Screens deposited in PubChem BioAssay by National Center for Advancing Translational Sciences (NCATS).
